IL1B NFkB pot – enhances IL-1B driven NFkB nuclear translocation | HUVEC IL-1B NFkB p65 nuclear translocation imaging | activation, % at 2 µM | actives 0.3% (n = 94,000) | AID 819;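 active = activation above 40%, about the mean plus 3 SD, also judged a hit on visual image review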;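 also: percent activation is computed from the nuclear over cytoplasmic p65 intensity ratio; values of inactives mirror those of a sister screen read the other way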
IL1B NFkB inh – blocks IL-1B driven NFkB nuclear translocation in HUVEC cells; actives 0.43% (n = 94,000); HUVEC IL-1B NFkB p65 nuclear translocation imaging; inhibition, % at 2 µM;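 active = inhibition above about 30% together with a positive call from visual inspection of the well image, limit read from the data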;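 also: nuclear over cytoplasmic p65 intensity ratio measured by imaging; 0% = IL-1B stimulated DMSO wells and 100% = unstimulated DMSO wells; values of inactives mirror those of a sister screen read the other way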
MRP reversal – reverses drug resistance mediated by MRP | H69AR cells + 2 uM doxorubicin, CellTiter-Glo, 72 h | actives 0.04% (n = 85,000) | differential viability (reversal), % at 10 µM;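 active = viability drop by adding the cancer drug above about 55%, with treated viability meeting a 40% cutoff, limit read from the data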;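 also: viability without doxorubicin minus viability with 2 µM doxorubicin for each compound; larger differential means the compound sensitizes cells more to doxorubicin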
Bcl-B displacement – displacers of TR3 peptide from Bcl-B, primary screen, selectivity assay for Bfl-1 inhibitor project, biochemical, fluorescence polarization | actives 0.11% (n = 96,000) | AID 748 | displacement, % at 20 µM, or IC50 in µM where a hit was titrated | FP displacement of FITC-TR3 peptide from Bcl-B; higher % means a stronger effect;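 active = displacement above 50% at 20 µM plus a fluorescence interference ratio under 1.5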;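 also: plate controls were wells without compound for no effect and wells lacking Bcl-B protein for full effect; a part of the inactive calls stands beside numbers as strong as those of hits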
PLAP inhibitors HTS – PLAP enzyme inhibitors, biochemical, luminescence, HTS (AID 690); inhibition, % at 20 µM, or IC50 in µM where a hit was titrated; purified PLAP, luminescent substrate; higher % means a stronger effect; actives 0.08% (n = 96,000); in the data active = a potency from the dose series; inactive = the rest, 99 in 100 with inhibition below about 30%; also: strong numbers were not always called active
MRP reversal cytotoxicity – second read-out of MRP reversal, no call of its own (marks repeat the call); viability, %; H69AR cells, CellTiter-Glo, 72 h; measured here: cytotoxicity without doxorubicin
MRP reversal with doxorubicin – second read-out of MRP reversal, no call of its own (marks repeat the call); viability, %; measured here: viability with 2 uM doxorubicin; hits give low values
IL1B NFkB inh cell count 2 µM – further read-out of IL1B NFkB inh, marked with its call; cell count; measured here: cells passing quality filter;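 raw number of nuclei counted in each imaged well without normalization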
IL1B NFkB pot cell count 2 µM – second read-out of IL1B NFkB pot, no call of its own (marks repeat the call); cell count; measured here: cells passing quality filter
Active calls of the source: *; nt = no result given. Only part of the results is shown; the hit share may differ from the screen's.

SMILES	IL1B NFkB pot	IL1B NFkB pot cell count 2 µM	IL1B NFkB inh	IL1B NFkB inh cell count 2 µM	MRP reversal	MRP reversal cytotoxicity	MRP reversal with doxorubicin	Bcl-B displacement	PLAP inhibitors HTS
CCC(C)Nc1ncnc2c1cnn2Cc1ccc(Cl)cc1 (configuration not stated)	4	160	-4	160	3	99	96	0%	-6%
COCCNc1oc(-c2ccccc2Cl)nc1C#N	-4	42	4	42	6	82	76	22%	-10%
CN(C)c1nccc(Nc2ccccc2)c1C#N	0	117	0	117	4	89	85	2%	0%
COc1ccc(OC)c(CN2C(=O)CCC2(C)C(=O)NC2CCCCCC2)c1 (configuration not stated)	-15	203	15	203	2	95	94	-10%	-27%
COC(=O)c1cccc(NC(=O)CSc2nnc(COc3cccc(C)c3)n2C)c1	3	185	-3	185	14	93	80	-3%	-68%
COc1cc(NS(=O)(=O)c2ccc(Br)cc2)c(OC)cc1NC(=O)c1ccco1	10	81	-10	81	10	95	84	-19%	-30%
Clc1cccc(-c2cc3nc4c(c(N5CCN(c6cnccn6)CC5)n3n2)CCCC4)c1	14	140	-14	140	-12	63	75	nt	nt
NC(=O)C1(N2CCCCC2)CCN(C(=O)c2cccn3c(=O)c4cc(Cl)ccc4nc23)CC1	5	74	-5	74	11	107	96	0%	-46%
COc1ccc(-c2cc(C(F)(F)F)nc(SCC(=O)N3CCOCC3)n2)cc1OC	6	128	-6	128	-13	48	61	-2%	-52%
COc1ccc(NC(=O)c2cc3n(n2)C(C(F)(F)F)CC(c2ccc(OC)cc2)N3)cc1 (configuration not stated)	-16	155	16	155	-5	43	48	78%	20%
O=C(CN1C(=O)c2ccccc2C1=O)Nc1cccnc1	-7	108	7	108	8	92	84	-6%	7%
Cc1oc(-c2cccc(Cl)c2)[n+]([O-])c1C	11	97	-11	97	-4	103	107	22%	-8%
Cc1cc2cc(CCNC(=O)CC(C)C)c(=O)[nH]c2cc1C	4	46	-4	46	6	87	81	20%	0%
CN(C)CCCN1C(=O)C(=O)/C(=C(/O)c2ccc3c(c2)OCO3)C1c1ccccn1 (configuration not stated)	-9	186	9	186	8	111	102	nt	nt
COC(=O)c1ccc(NC(=O)N2CCOCC2)cc1	14	71	-14	71	nt	nt	nt	0%	12%
Cc1nn(Cc2ccccc2Cl)c(C)c1NC(=O)c1cc(-c2ccc(F)cc2)on1	9	126	-9	126	nt	nt	nt	0%	17%
CC1CCCN(C/C(O)=C(\C#N)c2nc3ccccc3[nH]2)C1 (configuration not stated)	5	109	-5	109	-24	66	90	-4%	-100%
Cn1c(=O)c2c(nc(CN3CCC(C(N)=O)CC3)n2Cc2ccccc2F)n(C)c1=O	24	143	-24	143	-8	84	92	-13%	-55%
Cc1cc(C#N)c2ccccc2n1	5	178	-5	178	-6	94	100	12%	2%
CCOC(=O)N1CCC(Nc2c(NCCCN(CC)Cc3ccccc3)c(=O)c2=O)CC1	9	136	-9	136	-10	100	111	-6%	-31%
Cn1c(=N)n(CC(=O)C(C)(C)C)c2ccccc21	-10	114	10	114	1	98	97	2%	19%
COC(=O)c1ccc(NC(=S)Nc2ccccc2)cc1	5	135	-5	135	nt	nt	nt	-6%	4%
CCC(=O)Nc1ccc(C(=O)NNC(=O)c2cccs2)cc1	2	170	-2	170	nt	nt	nt	-9%	19%
CCOc1cc(C(=O)Nc2ccon2)cc(OCC)c1OCC	2	186	-2	186	17	96	79	-16%	6%
ON1C(c2ccccc2C(F)(F)F)N(O)[C@H]2CCCC[C@H]21 (some centres not stated)	-3	89	3	89	-9	96	105	-5%	-20%
The listing continues.
SMILES	IL1B NFkB pot	IL1B NFkB pot cell count 2 µM	IL1B NFkB inh	IL1B NFkB inh cell count 2 µM	MRP reversal	MRP reversal cytotoxicity	MRP reversal with doxorubicin	Bcl-B displacement	PLAP inhibitors HTS
Nn1c(SCC(=O)N2CCN(S(=O)(=O)c3ccccc3)CC2)nnc1-c1cccs1	6	155	-6	155	4	87	82	-6%	2%
O=C(Nc1ccccc1)c1cccc(S(=O)(=O)NCc2ccco2)c1	11	157	-11	157	-6	76	82	-1%	-12%
COC(=O)CCn1nnc(-c2cccs2)n1	6	137	-6	137	14	97	83	-4%	10%
Cc1ccc(N(CC(=O)NCc2cccnc2)S(C)(=O)=O)cc1C	3	107	-3	107	1	99	98	-3%	-6%
CCCC(=O)Nc1ccc(C(=O)NNC(=O)c2ccco2)cc1	-3	151	2	151	nt	nt	nt	-3%	2%
Clc1ccc(NCn2cncn2)nc1	-9	93	9	93	-4	102	106	15%	6%
O=C(c1cnn2c(C(F)F)cc(-c3ccccc3)nc12)N1CCCc2ccccc21	-5	184	5	184	-13	69	82	6%	21%
CCc1ccccc1Nc1nc(N)nc(COC(=O)c2cccn2C)n1	7	191	-7	191	9	88	79	2%	-46%
CCCCN1CNC(=S)N(c2cc(C)ccc2C)C1	11	184	-12	184	-3	89	92	-1%	15%
CCOC(=O)c1csc(NC(=O)CSc2nnnn2-c2ccc(OCC)cc2)n1	-7	85	7	85	-5	79	83	-8%	-5%
COCc1cc(C)nc(SCC(=O)Nc2cccc(C)c2)c1C#N	16	127	-16	127	nt	nt	nt	nt	nt
CCCCCN(C(=O)NC(=O)Nc1ccccc1C)S(C)(=O)=O	-2	121	2	121	1	100	98	-4%	15%
O=C(COC(=O)c1ccc[nH]c1=O)NCC1CCCO1 (configuration not stated)	-12	96	12	96	-5	95	100	nt	nt
CCC(CC)NC(=O)COC(=O)c1cccc(C)c1O	-8	148	8	148	nt	nt	nt	-3%	18%
COc1cccc(C(=O)N2CCN(S(C)(=O)=O)CC2)c1	-4	152	4	152	13	102	88	-2%	14%
O=C(CCN1C(=O)C2C3C=CC(C3)C2C1=O)Nc1ccc(F)cc1 (configuration not stated)	-2	133	2	133	-1	96	97	-1%	-7%
Cc1ccc(S(=O)(=O)NCCC(=O)NCc2ccc3c(c2)OCO3)cc1C	-7	190	7	190	12	103	91	-6%	-1%
Clc1cccc(Cl)c1-c1nnc2cccc(Cl)n12	5	143	-5	143	3	94	91	nt	nt
CCC(C)(C)n1nnnc1C(c1cc(OC)c(OC)c(OC)c1)N1CCN(c2ccccc2)CC1 (configuration not stated)	10	110	-10	110	12	93	81	-11%	10%
O=C(CN1CCOCC1)Nc1ccccc1C(=O)O	20	98	-20	98	-12	102	114	-3%	6%
CS(=O)(=O)c1ccc2nc(NC(=O)C3CCCCC3)sc2c1	nt	nt	nt	nt	-10	49	60	10%	12%
CCOC(=O)C1(CCSC)NC(c2ccco2)C2C(=O)N(CC)C(=O)C21 (configuration not stated)	nt	nt	nt	nt	14	87	73	-4%	-12%
CCOc1ccc(NC(=O)COC(=O)c2cccnc2)cc1	23	191	-23	191	2	93	91	-3%	6%
CCOc1ccccc1-c1nc(-c2ccc(C)nc2OC)no1	18	119	-18	119	nt	nt	nt	5%	-1%
CCCCn1c(CN2CCN(c3ccc(F)cc3)CC2)nc2c1c(=O)n(C)c(=O)n2C	3	53	-3	53	21	95	74	-2%	-32%

Nothing new here: entries from further up.
SMILES	IL1B NFkB pot	IL1B NFkB pot cell count 2 µM	IL1B NFkB inh	IL1B NFkB inh cell count 2 µM	MRP reversal	MRP reversal cytotoxicity	MRP reversal with doxorubicin	Bcl-B displacement	PLAP inhibitors HTS
CCC(C)Nc1ncnc2c1cnn2Cc1ccc(Cl)cc1 (configuration not stated)	4	160	-4	160	3	99	96	0%	-6%
COCCNc1oc(-c2ccccc2Cl)nc1C#N	-4	42	4	42	6	82	76	22%	-10%
CN(C)c1nccc(Nc2ccccc2)c1C#N	0	117	0	117	4	89	85	2%	0%

4 entries already listed, sorted by their value in PLAP inhibitors HTS, smallest number first:
SMILES | PLAP inhibitors HTS
Nn1c(SCC(=O)N2CCN(S(=O)(=O)c3ccccc3)CC2)nnc1-c1cccs1 | 2%
O=C(CN1CCOCC1)Nc1ccccc1C(=O)O | 6%
COC(=O)CCn1nnc(-c2cccs2)n1 | 10%
CCCCCN(C(=O)NC(=O)Nc1ccccc1C)S(C)(=O)=O | 15%

(next part)
SMILES	IL1B NFkB pot	IL1B NFkB pot cell count 2 µM	IL1B NFkB inh	IL1B NFkB inh cell count 2 µM	MRP reversal	MRP reversal cytotoxicity	MRP reversal with doxorubicin	Bcl-B displacement	PLAP inhibitors HTS
Cc1cccc(S(=O)(=O)NCC2CCCO2)c1 (configuration not stated)	-4	141	4	141	nt	nt	nt	2%	-6%
Cc1c(C(=O)OC(C)C)sc(NC(=O)C2CCCO2)c1C(=O)OC(C)C (configuration not stated)	15	152	-15	152	-13	84	97	-8%	-52%
CC(=O)NCC(=O)NC(C(=O)Nc1ccc2c(c1)OCCO2)c1ccccc1 (configuration not stated)	nt	nt	nt	nt	14	98	84	-9%	-32%
Cc1cccc(Nc2cnn(C34CC5CC(CC(CC(=O)O)(C5)C3)C4)c(=O)c2Cl)c1	11	170	-11	170	6	92	86	-6%	-92%
COc1ccc(-n2nnc3c(=O)n(CC(=O)N4CCC(Cc5ccccc5)CC4)cnc32)cc1	nt	nt	nt	nt	10	79	70	-2%	-15%
Cc1cc(C(C)(C)C)cc(S(=O)(=O)Nc2cccc(C(=O)O)c2)c1C	-4	42	4	42	1	98	97	6%	-9%
C/C(=N/NC(=O)CNc1ccc(C)cc1)c1ccc(Br)s1	4	148	-4	148	nt	nt	nt	2%	-22%
COCCn1c(N)c(NCc2ccccc2)c(=O)n(CC(=O)Nc2cc(C)ccc2C)c1=O	20	123	-20	123	14	93	79	-17%	-26%
Cc1nn(C)c(C(=O)NNC(=S)Nc2ccc(Cl)cc2)c1[N+](=O)[O-]	-5	93	5	93	nt	nt	nt	-4%	-68%
O=C1c2ccc(-c3nc4ccccc4o3)cc2C(=O)N1Cc1cccnc1	6	102	-6	102	-5	97	102	nt	nt
COc1ccccc1-n1c(SCC(N)=O)nnc1-c1ccccc1	-8	99	8	99	nt	nt	nt	-3%	2%
COCCCN1C(=O)C(=O)/C(=C(/O)c2ccc(OC)cc2)C1c1ccc(O)c(OC)c1 (configuration not stated)	-6	142	6	142	-8	99	106	-7%	10%
O=S1(=O)N=C(Nc2nc3c(s2)CCCC3)c2ccccc21	4	97	-4	97	-11	72	83	nt	nt
CC(=O)NC12CC3CC(C1)CC(C(=O)Nc1nccs1)(C3)C2	25	123	-25	123	-1	94	95	12%	-16%
Oc1ccc(Cl)cc1-c1cc(-c2cccc(Br)c2)n[nH]1	0	170	0	170	1	4	3	-1%	-26%
Cc1cccc(Oc2coc3cc(OC(=O)c4cc5ccccc5oc4=O)ccc3c2=O)c1	19	217	-19	217	nt	nt	nt	1%	6%
O=S(=O)(Nc1ccc(S(=O)(=O)Nc2cccc3ccccc23)cc1)c1ccccc1	9	176	-9	176	-8	86	93	-6%	-31%
O=c1[nH]c(CSc2nnc(-c3ccncc3)n2Cc2ccco2)nc2ccccc12	-9	139	9	139	8	85	78	5%	-4%
O=C(c1cc(-c2ccc(Cl)c(Cl)c2)on1)N1CCCCC1	3	89	-3	89	-7	99	106	-21%	1%
Cc1ccc(CS(=O)(=O)Cc2ccc(C(=O)NCc3ccccn3)o2)cc1	-1	170	1	170	16	95	79	-2%	6%
COc1ccccc1CNc1cc(CSc2ccc(Cl)cc2)nc(C)n1	1	200	-1	200	2	79	78	-5%	-99%
NC(=O)C1CCN(C2CC(=O)N(Cc3cccs3)C2=O)CC1 (configuration not stated)	2	166	-2	166	3	73	71	2%	20%
Cn1c(=O)n(CC(=O)N2CCN(c3nnc(-c4ccccc4)c4ccccc34)CC2)c2ccccc21	0	112	0	112	-8	75	82	1%	-59%
COC(=O)n1c(SC)nc2ccccc21	29	159	-29	159	-6	90	96	4%	-6%
O=C(CSc1n[nH]c(-c2ccccc2)n1)c1ccccc1	7	67	-7	67	4	79	74	2%	-12%
O=C(CCc1ccccc1)Nc1ccc(N2CCOCC2)cc1	nt	nt	nt	nt	1	97	96	27%	-4%
N#Cc1ccccc1NC(=O)CSc1nnc(-c2ccc(F)cc2)n1-c1ccccc1	20	149	-20	149	-7	74	80	0%	-50%
COc1ccc2[nH]c3c(NCc4ccco4)ncnc3c2c1	-4	191	4	191	-4	78	82	-10%	15%
O=c1[nH]c2cc3c(cc2cc1C(c1nnnn1C1CCCC1)N1CCCc2ccccc21)OCCO3 (configuration not stated)	nt	nt	nt	nt	-8	93	102	-3%	-31%
CCCc1nc2sc3c(c2c(=O)n1NC(=O)CCC(=O)O)CCCC3	-4	162	4	162	-1	92	94	-2%	6%

Source: PubChem
